ADAM10 inh: human ADAM10 inhibitors, primary screen, biochemical, QFRET, HTS | Disintegrin and metalloproteinase domain-containing protein 10 (Homo sapiens), O14672 | recombinant ADAM10, EDANS/DABCYL FRET peptide cleavage, 3 h | inhibition, % at 7 µM | hit rate 0.62% among 370,000;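 active = inhibition above a per-campaign cutoff equal to the mean of compounds falling between control-based bounds plus 3 SD, cut at about 20% in these data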;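 note: 0% = DMSO wells while the 100% control is not disclosed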
Target sequence (O14672 214-748 limits assumed): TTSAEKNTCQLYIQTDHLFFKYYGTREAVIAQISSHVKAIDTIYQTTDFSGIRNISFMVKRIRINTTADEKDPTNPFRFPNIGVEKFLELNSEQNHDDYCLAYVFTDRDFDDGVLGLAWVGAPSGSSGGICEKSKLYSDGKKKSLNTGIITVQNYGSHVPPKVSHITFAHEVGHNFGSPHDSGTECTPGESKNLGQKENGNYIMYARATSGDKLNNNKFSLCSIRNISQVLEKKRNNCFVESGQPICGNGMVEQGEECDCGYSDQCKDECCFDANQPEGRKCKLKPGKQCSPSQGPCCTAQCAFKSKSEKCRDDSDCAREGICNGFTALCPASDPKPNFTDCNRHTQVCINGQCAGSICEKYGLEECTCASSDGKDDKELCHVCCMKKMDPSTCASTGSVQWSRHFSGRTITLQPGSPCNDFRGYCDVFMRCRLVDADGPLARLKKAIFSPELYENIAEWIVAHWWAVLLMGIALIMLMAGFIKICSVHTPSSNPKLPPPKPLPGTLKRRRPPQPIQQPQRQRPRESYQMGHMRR
ARFGAP1 inh: inhibitors of rat ARFGAP1 GAP activity, primary screen, biochemical, fluorescence polarization, GDP tracer; Arfgap1-stimulated ARF1 GTP hydrolysis, GDP FP detection; ADP-ribosylation factor GTPase-activating protein 1 (Rattus norvegicus), Q62848; hit rate 0.26% among 360,000; inhibition, % at 16.5 µM;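 active = inhibition above a per-plate limit, mean inhibition of low control wells plus 3 SD, cut at about 25% in these data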;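 note: 0% = DMSO wells with enzyme and 100% = wells lacking Arfgap1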
Target sequence (Q62848 1-136 limits assumed): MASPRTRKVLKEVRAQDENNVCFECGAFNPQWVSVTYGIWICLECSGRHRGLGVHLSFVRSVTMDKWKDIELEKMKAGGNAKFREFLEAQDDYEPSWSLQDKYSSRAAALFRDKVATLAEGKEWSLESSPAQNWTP
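system = rat Arfgap1 catalytic domain, aa 1-136 | technique = FP, GDP Alexa 633 tracer displaced from anti-GDP antibody, 620/688 nm | compound = one concentration, 16.5 µM, DMSO 1.26% | medium = HEPES-based buffer, pH 7.5 | timing = compound-enzyme preincubation 20 min, reaction 120 min, detection 60 min, 25 °C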
rCAG binder: binders of r(CAG) RNA repeats, primary screen, biochemical, fluorescence; r(CAG) RNA repeat, TO-PRO-1 dye displacement fluorescence; inhibition, % at 3 µM; hit rate 1.3% among 370,000; AID 651821, 2012;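 active = inhibition above the plate cutoff, the mean of all test compounds on that plate plus 3 SD, cut at about 35% in these data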;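 note: 0% = DMSO alone and 100% = 100 µM mitoxantrone as full dye displacement; higher means more dye released from RNA so lower well fluorescence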
sPLA2-III inh: human group III sPLA2 inhibitors, primary screen, biochemical, QFRET, BODIPY PC-A2 liposome substrate; QFRET BODIPY PC-A2 liposome hydrolysis, fluorescence; inhibition, % at 12.2 µM; hit rate 0.56% among 370,000;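 active = inhibition above mean plus 3 SD of compounds lying within the high and low control bounds, cut at about 19% in these data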;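 note: 0% = median of test compound wells and 100% = no enzyme DMSO wells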
ASAP1 inh: inhibitors of human ASAP1 ArfGAP activity, primary screen, biochemical, fluorescence polarization | hit rate 0.19% among 360,000 | ASAP1-stimulated ARF1 GTP hydrolysis, GDP FP detection | inhibition, % at 16.5 µM; in the data active = inhibition above about 25%;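 note: 0% = vehicle with enzyme and substrate and 100% = no enzyme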
Target sequence (Q9ULH1 325-724 limits assumed): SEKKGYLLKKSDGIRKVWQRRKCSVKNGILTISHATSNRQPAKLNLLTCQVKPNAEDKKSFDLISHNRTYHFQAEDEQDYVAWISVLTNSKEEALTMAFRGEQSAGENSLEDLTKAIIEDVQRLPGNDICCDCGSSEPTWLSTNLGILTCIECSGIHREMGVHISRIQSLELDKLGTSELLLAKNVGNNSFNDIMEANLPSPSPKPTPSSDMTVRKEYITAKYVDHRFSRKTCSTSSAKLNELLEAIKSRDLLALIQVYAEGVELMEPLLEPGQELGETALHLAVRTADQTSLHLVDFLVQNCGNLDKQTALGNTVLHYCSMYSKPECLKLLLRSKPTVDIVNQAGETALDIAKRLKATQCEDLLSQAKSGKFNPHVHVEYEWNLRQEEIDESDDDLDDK
GC-B act: human GC-B receptor activators, primary screen, HEK293 GC-B cells, cGMP TR-FRET, EC30 CNP. Atrial natriuretic peptide receptor 2 (Homo sapiens), P20594. 0% at EC30 CNP, 100% saturating CNP. activation, % at 10 µM. hit rate 0.11% among 370,000. AID 1920062, 2024;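 active = activation at 10 µM reaching about 35% in either raw or pattern-adjusted values, limit read from the data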
FXN GAA850 act: FXN promoter activators, primary screen, cell-based, luciferase luminescence, HEK293 lucGAA850 | HEK293 lucGAA850 FXN promoter luciferase reporter, 24 h; percent of 10 µM SAHA response | activation, % at 6 µM | hit rate 0.56% among 360,000 | AID 540364, 2011;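 active = activation above the average of all compounds screened plus 3 SD, cutoff fixed separately per campaign, cut at about 7.5% in these data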;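 note: 0% = DMSO wells and 100% = 10 µM SAHA wells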
KLK7 zymogen act: proKLK7 zymogen activators, primary screen, biochemical, fluorescence intensity | Kallikrein-7 (Homo sapiens), P49862 | purified proKLK7, EDANS-DABCYL substrate fluorescence; 100% is mature enzyme control, 0% vehicle | activation, % at 7 µM | hit rate 0.9% among 370,000;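 active = activation above the mean of all tested compounds plus 3 SD, computed per campaign excluding outliers beyond control limits, cut at about 13% in these data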
NPR1 activator: GC-A stimulated cGMP production enhancers – HEK293 GC-A cells, cGMP TR-FRET, EC30 ANP, primary screen. Atrial natriuretic peptide receptor 1 (Homo sapiens), P16066. hit rate 0.14% among 370,000. 0% at EC30 ANP, 100% saturating ANP. activation, % at 10 µM. AID 1671463, 2021; in the data active = activation above about 40%
Tn6 DDE FP: inhibitors of Tn6 peptide binding to fibrin DD(E), primary screen, biochemical, fluorescence polarization, human fibrin, Tn6 probe; Fibrin DD(E) TRITC-Tn6 fluorescence polarization displacement; inhibition, % at 8.3 µM; AID 720509, 2013; Fibrinogen beta chain (Homo sapiens), P02675; hit rate 0.21% among 370,000;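 active = inhibition above a per-campaign cutoff: mean of compounds within control limits plus 3 SD, cut at about 15% in these data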;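 note: 0% = median of all compound wells on the plate and 100% = blocking peptide control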
Numbers without * were called inactive; i = inactive; x = no result given. Hits appear at their usual frequency (roughly 4.5% active in at least one column).

SMILES	ADAM10 inh	ARFGAP1 inh	rCAG binder	sPLA2-III inh	ASAP1 inh	GC-B act	FXN GAA850 act	KLK7 zymogen act	NPR1 activator	Tn6 DDE FP
Cc1cccc(NC(=S)N/N=C/c2cccc(O)c2)c1C	-3.2	-6.5	6.2	-0.1	-18.2	-3.0	-4.4	-0.5	-1.9	-2.0
CC1(C)OC(=O)C(=CNC(=O)c2c(F)cccc2F)C(=O)O1	-6.6	-7.6	-1.8	3.0	13.9	-0.9	1.1	0.1	-0.1	0.3
O=c1[nH]c(-c2ccncc2)nc2ccccc12	-1.2	12.1	0.4	-3.2	-0.9	0.5	1.6	-0.1	3.8	11.5
CCOc1ccc(S(=O)(=O)Nc2cc(Cl)ccc2O)cc1	16.5	16.9	19.4	-38.7	4.5	0.9	-0.9	0.3	-8.6	6.3
COc1ccc(CN2CCC[C@]3(N[C@H](c4ccc(OC)cc4)[C@@H]4C(=O)N(Cc5ccccc5)C(=O)[C@@H]43)C2=O)cc1	-2.0	6.4	3.5	-12.3	4.1	3.2	-5.1	1.3	0.3	2.9
Cc1ccc(C(=O)N2CCN(c3ccc([N+](=O)[O-])cc3-n3cccc3)CC2)cc1	11.0	4.0	5.5	1.4	-5.1	-3.1	-0.4	-0.3	-0.2	-4.5
C#Cc1ccc([C@@H]2C=C(C(=O)NC3CC3)O[C@H](OCCCCO)C2)cc1	-11.2	-6.7	4.8	1.6	-14.8	4.2	1.4	-0.9	-0.3	6.3
Fc1ccc(-c2ccnc3nc(N4CCN(c5ccccc5)CC4)nn23)cc1	3.4	-0.6	9.5	6.0	-10.5	-11.5	6.3	0.3	-14.7	-4.9
N#CC1=C(N)Oc2n[nH]c(-c3cccs3)c2C1C1CCCCC1 (stereo not given)	6.7	9.3	9.9	8.4	14.8	-10.7	0.9	1.2	-16.3	-12.5
c1ccc(CCN(Cc2ccccc2)C2CCN(C3CCCC3)CC2)cc1	-5.0	-18.1	-4.5	-3.3	-3.3	-7.5	0.3	0.4	-3.3	0.8
CC(=O)Nc1ccc2cnn(C(C)=O)c2c1	-14.5	-0.8	4.7	9.7	-13.6	-0.1	-0.6	0.0	-1.0	-7.4
N#C/C(=C/c1ccc(-c2ccc(C(=O)O)c(Cl)c2)o1)C(=O)NCC1CCCO1 (stereo not given)	-10.0	12.9	1.3	1.7	-5.9	-0.2	0.9	1.3	-1.8	-5.2
CCCCOc1ccc(NC2=NC3(CCCC3)N=C(N)N2)cc1	0.8	2.5	5.3	-1.5	-11.2	2.2	-1.1	-0.1	0.6	9.3
Clc1ccc([C@H]2OC[C@@]3(CNCC4CC4)CS[C@H](c4ccc(Cl)cc4)N23)cc1	7.0	x	1.5	0.8	x	-16.2	x	0.6	-25.7	3.8
COc1cc(OC)c(C(=O)C=Cc2ccc(OC)c(OC)c2)c(OC)c1	2.5	-11.6	4.2	-0.1	-1.0	4.2	0.0	0.1	8.7	-4.6
COC(=O)CSc1cc(C(=O)c2nccn2C)c2ccccc2n1	-0.5	0.4	-6.8	0.0	-4.5	1.0	0.7	0.8	-1.8	0.0
CN(C(=S)NC(=O)c1ccc(Cl)cc1)C1CCCCC1	4.2	4.6	17.1	8.5	1.4	5.7	3.6	0.1	-3.8	2.4
COc1ccccc1-c1nn(Cc2ccccc2)cc1C(=O)N1CCN(c2ncccn2)CC1	-31.3	11.9	1.4	3.4	0.6	0.3	-2.7	0.3	-1.4	-6.7
Cc1cccc(-c2nc(-c3ccncc3)no2)c1	1.6	-4.1	-2.4	3.9	1.7	-0.7	3.3	-0.2	-0.1	10.1
COc1ccc(OCC(CO)N2CCN(c3ccccc3)CC2)cc1 (stereo not given)	-6.9	-12.1	-2.2	0.7	11.9	-0.4	-1.0	-0.8	2.0	-1.8
CCCC1CCC2(CC1)CCC2OC(=O)Nc1ccc2c(c1)OCO2 (stereo not given)	2.1	x	x	-8.1	x	-4.8	x	x	1.1	-0.4
O=C(COC(=O)[C@H](Cc1ccccc1)NS(=O)(=O)c1ccccc1F)NC1CCCCC1	4.0	-0.7	0.1	-21.6	-15.2	0.1	-1.3	0.4	-2.7	3.6
CC(=O)Oc1ccc(C(c2ccc(OC(C)=O)cc2)c2ccccn2)cc1	4.5	-10.3	-0.2	-6.9	-12.0	-1.0	3.1	-0.8	10.6	-1.8
CCOC(=O)C(C)Sc1nc(-c2ccco2)cc(C(F)(F)F)c1C#N (stereo not given)	i	-8.8	4.7	0.2	3.7	-2.9	3.1	-5.8	-7.2	-1.7
CCN(C(=O)CSc1nc2ccccc2c(=O)n1CCOC)C1CCS(=O)(=O)C1 (stereo not given)	-1.9	-6.4	-3.8	5.8	-2.9	0.4	0.2	0.3	-1.2	4.8
Cc1ccc(NC(=S)N=Nc2c(O)n(C)c3ccc(S(=O)(=O)N4CCOCC4)cc23)cc1C	6.0	4.4	7.1	-4.5	5.1	2.0	3.0	0.1	-3.2	-0.3
C[C@H]([C@@H](O)[C@@H](O)[C@@H](C)C(C)(C)C)[C@H]1CC[C@H]2C3CC[C@H]4C[C@H](OS(=O)(=O)O)[C@@H](OS(=O)(=O)O)C[C@]4(C)[C@H]3CC[C@]12C (stereo not given in full)	-4.5	-34.7	88.4*	-63.1	-24.2	-5.5	-1.5	0.6	5.9	3.4
CCCc1cc(C(=O)NCc2ccccc2)no1	-7.2	-9.4	-0.6	11.5	-8.7	3.6	0.5	0.1	2.0	1.8
COc1ccccc1N(C)S(=O)(=O)c1ccc(C(=O)Nc2cccc(S(=O)(=O)N3CCOCC3)c2)cc1	9.0	-3.8	11.8	-5.5	7.3	3.7	-0.6	0.2	-0.3	-4.2
COc1ccc(OCCSc2nnc(Cc3cccc4ccccc34)n2N)cc1	6.9	3.2	2.6	-17.5	-3.7	-1.2	0.8	1.1	-2.5	-1.3

The closing 2 records of the part before open the next one.
SMILES	ADAM10 inh	ARFGAP1 inh	rCAG binder	sPLA2-III inh	ASAP1 inh	GC-B act	FXN GAA850 act	KLK7 zymogen act	NPR1 activator	Tn6 DDE FP
COc1ccccc1N(C)S(=O)(=O)c1ccc(C(=O)Nc2cccc(S(=O)(=O)N3CCOCC3)c2)cc1	9.0	-3.8	11.8	-5.5	7.3	3.7	-0.6	0.2	-0.3	-4.2
COc1ccc(OCCSc2nnc(Cc3cccc4ccccc34)n2N)cc1	6.9	3.2	2.6	-17.5	-3.7	-1.2	0.8	1.1	-2.5	-1.3
CCOc1ccc(NC(=O)CN2CCN(C(=O)c3ccco3)CC2)cc1S(=O)(=O)N1CCCC1	-7.3	2.7	5.5	1.6	-14.0	-1.8	1.8	-0.3	-0.1	0.1
CCOC(=O)Cc1cc(=O)n2[nH]c(-c3ccc(C)cc3)cc2n1	-18.4	-2.8	21.3	-56.3	8.9	-4.4	-1.4	1.9	2.0	-2.7
Cn1nnnc1NCc1c(F)cccc1Cl	0.9	-14.8	1.0	3.9	-14.0	-1.4	-1.7	0.2	5.0	-2.8
CC(C)[C@H](NC(=O)OC(C)(C)C)c1cc(C(=O)N2CCOCC2)c(N)s1	-7.3	-0.6	4.2	-0.6	1.3	-5.7	x	0.6	3.9	-7.2
CC(C)CN1C(=O)C(=Nc2cccnc2)c2ccccc21	-14.7	11.6	1.0	15.7	-1.7	1.5	0.7	0.7	-2.0	0.4
Cc1ccc(-c2nnn(CC(=O)N(CCO)C(C(=O)NC3CCCC3)c3ccc(F)cc3)n2)o1 (stereo not given)	-3.7	-3.5	-2.5	0.4	3.8	-3.1	0.7	0.7	-3.6	5.9
Cc1onc(-c2c(Cl)cccc2Cl)c1C(=O)N1CCN(c2ccccc2F)CC1	2.7	18.5	-5.6	1.3	14.8	-2.5	-0.5	0.7	-0.8	1.2
O=c1cc(OCc2ccccc2)cc[nH]1	-23.2	4.3	1.4	12.4	9.6	1.3	0.4	-0.4	5.5	0.8
C=CCN1C(=O)c2[nH]nc(-c3ccccc3)c2C1c1ccc(C)cc1 (stereo not given)	-7.8	-0.9	0.5	-9.2	6.2	-14.2	x	1.2	-10.4	-3.7
CCOC(=O)c1cc2occc2n1CC(=O)N1CCOCC1	5.2	17.9	-2.7	6.7	-3.2	4.5	2.3	-0.7	-0.1	-1.1
Nc1[nH]c2cc(C(F)(F)F)ccc2c1C(=O)NC1CCCCC1	0.5	x	1.6	0.3	x	0.1	x	1.4	1.3	3.7
Cc1ccc(CC2SC(N)=NC2=O)cc1 (stereo not given)	6.0	11.4	-1.9	6.3	9.1	-3.5	0.4	-0.4	7.0	1.0
CCCn1nnnc1NCc1ccc(N(C)C)cc1	-7.0	-1.9	-0.3	12.8	-10.9	0.0	-1.4	-0.2	-4.8	-1.2
Cc1cc(OCc2nc3ccccc3s2)ccc1N	-6.0	-4.0	0.2	8.4	-5.8	-6.5	6.4	-0.6	2.0	4.6
Clc1ccc(CSc2cc3c(nn2)-c2ccccc2CC3)cc1Cl	5.9	-2.3	2.7	-2.6	-10.9	-4.0	0.1	-0.1	-1.0	-14.7

Results in ADAM10 inh and sPLA2-III inh, for six of the compounds above:
compound | ADAM10 inh | sPLA2-III inh
CCOC(=O)Cc1cc(=O)n2[nH]c(-c3ccc(C)cc3)cc2n1 | -18.4 | -56.3
O=c1cc(OCc2ccccc2)cc[nH]1 | -23.2 | 12.4
Cc1cc(OCc2nc3ccccc3s2)ccc1N | -6.0 | 8.4
Clc1ccc(CSc2cc3c(nn2)-c2ccccc2CC3)cc1Cl | 5.9 | -2.6
Nc1[nH]c2cc(C(F)(F)F)ccc2c1C(=O)NC1CCCCC1 | 0.5 | 0.3
Cc1ccc(CC2SC(N)=NC2=O)cc1 (stereo not given) | 6.0 | 6.3

Other compounds
SMILES	ADAM10 inh	ARFGAP1 inh	rCAG binder	sPLA2-III inh	ASAP1 inh	GC-B act	FXN GAA850 act	KLK7 zymogen act	NPR1 activator	Tn6 DDE FP
CCC(c1nnnn1C1CCCC1)N(Cc1cccs1)Cc1cc2cccc(C)c2[nH]c1=O (stereo not given)	4.5	1.2	1.6	-1.0	-8.6	-7.1	0.8	0.6	-15.8	-1.7
CCCCOC(=O)c1ccc(NC(=O)CSC2=Nc3ccccc3C3CC=NN23)cc1 (stereo not given)	2.3	-1.2	11.0	-2.8	-5.4	1.0	3.0	-0.3	1.1	11.5
COc1ccccc1CNC(=O)[C@@H](NC(=O)C1CCN(C(=O)[C@@H]2CCCN2)CC1)C(C)C	-6.7	-9.8	0.8	8.3	0.0	0.1	0.7	-0.7	2.2	8.8
O=C(/C=C/Nc1ccccc1C(F)(F)F)c1ccco1	-25.5	-5.5	-2.4	-24.9	-8.6	-4.5	5.8	0.1	-1.5	0.3
